# DDE Tn6 FP inh: inhibitors of Tn6 peptide binding to human fibrin DD(E); P02675; actives 0.21% (n = 370,000); inhibition, % at 8.3 µM; Fibrin DD(E) TRITC-Tn6 fluorescence polarization displacement;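 active means inhibition above a per-campaign cutoff: mean of compounds within control limits plus 3 SD, cut at about 15% in these data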;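 further: 0% = median of all compound wells on the plate and 100% = blocking peptide control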
# PLCg1 inh: inhibitors of human phospholipase C gamma1. inhibition, % at 12.2 µM. P19174. actives 0.84% (n = 370,000). AID 720700. purified PLC-gamma1, fluorogenic substrate, fluorescence; in the data active means inhibition above about 9.5%
# ARFGAP1 inhibitor: rat ARFGAP1 inhibition; Q62848; Arfgap1-stimulated ARF1 GTP hydrolysis, GDP FP detection; inhibition, % at 16.5 µM; actives 0.26% (n = 360,000);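 active means inhibition above a per-plate limit, mean inhibition of low control wells plus 3 SD, cut at about 25% in these data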;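 further: 0% = DMSO wells with enzyme and 100% = wells lacking Arfgap1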
# Target sequence (Q62848 1-136 limits assumed): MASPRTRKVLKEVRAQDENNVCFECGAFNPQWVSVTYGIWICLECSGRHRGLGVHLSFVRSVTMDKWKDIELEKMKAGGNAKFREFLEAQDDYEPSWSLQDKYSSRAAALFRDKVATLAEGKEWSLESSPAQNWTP
#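 Repeats: one replicate per compound; assay system: rat Arfgap1 catalytic domain, aa 1-136; times: enzyme reaction 120 min at 25 °C after 20 min preincubation; detection: FP of antibody-bound GDP Alexa 633 tracer, ex 620/em 688 nm; benchmarks: high control wells lacking Arfgap1, low control full reaction with DMSO; reagent: human ARF1(Δ1-17)-GTP substrate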
# ASAP1 GAP inh: ASAP1 ArfGAP inhibition | actives 0.19% (n = 360,000) | inhibition, % at 16.5 µM | ASAP1-stimulated ARF1 GTP hydrolysis, GDP FP detection | AID 624377 | Q9ULH1; in the data active means inhibition above about 25%;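 further: 0% = vehicle with enzyme and substrate and 100% = no enzyme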
# MBD2 inh: inhibitors of human MBD2 binding to methylated oligonucleotide | TR-FRET | inhibition, % at 4.4 µM | actives 0.31% (n = 370,000) | AID 686964; in the data active means inhibition above about 13%
# Tn7 DDE FP: disrupts Tn7 cyclic peptide binding to fibrin D-Dimer-E complex | P02675 | FP displacement of FITC-Tn7 peptide from fibrin DD(E); 0% = median of compound wells per plate | inhibition, % at 8.3 µM | actives 0.13% (n = 370,000);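 active means inhibition above the mean of compounds falling within the control limits plus 3 SD of them, cut at about 14% in these data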;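 further: 0% = plate median of compound wells and 100% = 10 µM Aha-Tn7 peptide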
#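 system = human fibrin DD(E) protein | quantity = DD(E) 2 µM final | medium = Tris/NaCl/CaCl2 buffer, pH 7.8 | also added = labelled Tn7 tracer, 0.1 µM | compound dosing = single point at 8.3 µM | timing = compound with protein 10 min, then 3 h after probe, room temperature | signal = FP measurement | benchmarks = Aha-Tn7 high control | repeats = one replicate per compound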
# ADAM17 inh: inhibits human ADAM17; P78536; recombinant ADAM17, EDANS/DABCYL FRET peptide cleavage; inhibition, % at 6.95 µM; actives 0.83% (n = 370,000);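 active means inhibition above the mean of compounds lying between control limits plus 3 SD, set per campaign, cut at about 8.5% in these data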;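 further: 0% = DMSO-only wells as the low control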
# Target sequence (P78536 215-824 limits assumed): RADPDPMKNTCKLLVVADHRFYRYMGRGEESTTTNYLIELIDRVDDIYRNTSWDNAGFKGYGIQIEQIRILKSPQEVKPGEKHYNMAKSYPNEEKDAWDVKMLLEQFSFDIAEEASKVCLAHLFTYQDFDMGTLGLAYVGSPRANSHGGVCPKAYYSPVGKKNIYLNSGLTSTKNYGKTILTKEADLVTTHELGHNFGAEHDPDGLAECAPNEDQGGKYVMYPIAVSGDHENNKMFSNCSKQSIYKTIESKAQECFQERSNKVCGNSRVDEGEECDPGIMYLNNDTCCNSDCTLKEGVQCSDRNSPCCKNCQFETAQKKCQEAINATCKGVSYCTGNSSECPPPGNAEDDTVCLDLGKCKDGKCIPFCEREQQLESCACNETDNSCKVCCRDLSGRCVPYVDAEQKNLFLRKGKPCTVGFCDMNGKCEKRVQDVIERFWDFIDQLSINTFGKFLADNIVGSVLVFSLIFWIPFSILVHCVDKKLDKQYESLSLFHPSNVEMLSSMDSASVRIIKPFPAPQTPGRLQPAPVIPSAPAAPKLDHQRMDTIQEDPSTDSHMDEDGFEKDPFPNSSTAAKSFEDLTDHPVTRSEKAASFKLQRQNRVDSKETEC
# KLK7 zymogen act: activates the human kallikrein-7 zymogen; purified proKLK7, EDANS-DABCYL substrate fluorescence; 100% is mature enzyme control, 0% vehicle; actives 0.9% (n = 370,000); AID 652039; P49862; activation, % at 7 µM;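 active means activation above the mean of all tested compounds plus 3 SD, computed per campaign excluding outliers beyond control limits, cut at about 13% in these data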
# Target sequence (P49862 whole entry, looked up): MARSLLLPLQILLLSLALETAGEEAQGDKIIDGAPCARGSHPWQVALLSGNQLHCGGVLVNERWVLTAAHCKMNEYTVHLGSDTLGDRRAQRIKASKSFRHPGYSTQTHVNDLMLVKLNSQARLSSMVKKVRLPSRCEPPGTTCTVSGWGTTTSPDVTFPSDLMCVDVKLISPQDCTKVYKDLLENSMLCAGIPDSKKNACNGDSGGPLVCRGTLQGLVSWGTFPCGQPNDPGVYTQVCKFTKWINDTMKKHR
# PLCb3 inh: blocks human PLC-beta3 enzyme activity | inhibition, % at 12.2 µM | Q01970 | actives 0.18% (n = 370,000) | Purified PLC-beta3, fluorogenic substrate, fluorescence; in the data active means inhibition above about 11%;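 further: 0% = median of compound wells on plate and 100% = full blocker control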
# UHRF1 MBD2 ctr: human UHRF1 methylated DNA binding inhibitors. inhibition, % at 4.4 µM. UHRF1 binding to methylated oligo, TR-FRET. actives 0.75% (n = 370,000). Q96T88; in the data active means inhibition above about 21%;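 further: UHRF1 SRA domain binding a hemimethylated CpG hairpin DNA probe; 0% = median of test compound wells and 100% = reference inhibitor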
# An asterisk follows results filed as active; x = not tested or not shown.
SMILES,DDE Tn6 FP inh,PLCg1 inh,ARFGAP1 inhibitor,ASAP1 GAP inh,MBD2 inh,Tn7 DDE FP,ADAM17 inh,KLK7 zymogen act,PLCb3 inh,UHRF1 MBD2 ctr
Cn1ncc2c(NCCO)nc(Cl)nc21,-2,-1,3,2,1,9,-4,-0.2,2,0
COc1ccc(Sc2ncnc3onc(C)c23)cc1,10,-3,0,1,-1,7,1,0.1,1,0
Cn1c(/C=C/c2ccc(Cl)cc2Cl)c([N+](=O)[O-])c(=O)n(C)c1=O,5,0,3,16,-2,5,-3,0.1,0,-1
O=C(COC(=O)c1cncc(Br)c1)Nc1ccc(S(=O)(=O)N2CCOCC2)cc1,-12,-21,-4,2,0,1,-4,-1.1,-28,0
O=C1NC(=O)C(c2ccc(Cl)cc2Cl)N1 (stereo unspecified),3,-1,10,-18,0,-4,0,0.1,-7,1
Cc1cc(NC(=O)c2ccc(F)cc2)ccc1NC(=O)c1ccco1,9,-1,0,-15,-4,2,0,-0.7,13*,-3
COc1ccccc1C(=O)N/N=C/c1cnc2ccccc2n1,-4,3,-12,-6,4,-3,0,-0.2,0,2
COc1ccc(OC)c(N(CC(=O)NC2CC2)S(=O)(=O)c2ccc(C)cc2)c1,0,0,-7,1,2,-3,-3,-0.2,1,-1
CSc1ccc(/C=N/n2c(COc3ccccc3)n[nH]c2=S)cc1,10,-5,6,3,0,-3,-4,-0.3,-9,0
COc1ccc2oc(=O)c(C(=O)NCc3ccccc3)cc2c1,-1,-72,6,-4,2,5,-22,-1.7,-91,2
Cc1nc2c(c(C)nn2-c2ccccc2)c(C)c1CCC(=O)Nc1ccc(CN2CCCC2)cc1,5,-16,-7,-12,-7,3,-28,0.2,-37,-2
O=S(=O)(N[C@@H]1CCCC[C@H]1N1CCOCC1)c1ccc(Cl)cc1,7,2,x,x,-5,-1,-3,x,2,0
COc1ccccc1C(=O)n1nc(-c2ccccc2)nc1N,-2,0,3,4,4,6,-6,-0.3,-1,-1
CN(c1ccccc1)S(=O)(=O)c1nnc(NC(=O)C2CCCCC2)s1,8,-2,-3,4,0,5,-3,-0.3,-8,-1
O=C(CCC(=O)Nc1ccc(F)cc1)N/N=C/c1cccs1,-2,6,1,7,-2,0,0,0.3,-2,-1
Nc1[nH]c(=O)ncc1F,1,0,14,1,-1,-7,-3,1.5,3,1
COc1ccc(Nc2oc(COc3ccc(C)cc3)nc2C#N)cc1,-4,-1,-7,9,2,2,6,0.3,1,-2
CCOc1cc(N2CCOCC2)c(OCC)cc1NC(=O)CN1C(=O)N(C)C2(CCCCC2)C1=O,-3,1,-10,-12,2,0,2,-0.5,-3,-3
COc1cccc(NC(=O)C2(C)CCN2Cc2ccccc2OC(F)F)c1 (stereo unspecified),2,1,-9,-5,-3,3,1,0.2,-2,-2
CCCc1ccc(C(=O)CN2C(=O)C(=O)N(C3CCCC3)C2=O)cc1,-1,-2,5,-4,10,-3,-4,0.4,-9,2

# Part of the list above, as tab-separated lines:
structure	DDE Tn6 FP inh	PLCg1 inh	ARFGAP1 inhibitor	ASAP1 GAP inh	MBD2 inh	Tn7 DDE FP	ADAM17 inh	KLK7 zymogen act	PLCb3 inh	UHRF1 MBD2 ctr
Cn1ncc2c(NCCO)nc(Cl)nc21	-2	-1	3	2	1	9	-4	-0.2	2	0
COc1ccc(Sc2ncnc3onc(C)c23)cc1	10	-3	0	1	-1	7	1	0.1	1	0
Cn1c(/C=C/c2ccc(Cl)cc2Cl)c([N+](=O)[O-])c(=O)n(C)c1=O	5	0	3	16	-2	5	-3	0.1	0	-1
O=C(COC(=O)c1cncc(Br)c1)Nc1ccc(S(=O)(=O)N2CCOCC2)cc1	-12	-21	-4	2	0	1	-4	-1.1	-28	0
O=C1NC(=O)C(c2ccc(Cl)cc2Cl)N1 (stereo unspecified)	3	-1	10	-18	0	-4	0	0.1	-7	1
Cc1cc(NC(=O)c2ccc(F)cc2)ccc1NC(=O)c1ccco1	9	-1	0	-15	-4	2	0	-0.7	13*	-3
COc1ccccc1C(=O)N/N=C/c1cnc2ccccc2n1	-4	3	-12	-6	4	-3	0	-0.2	0	2
COc1ccc(OC)c(N(CC(=O)NC2CC2)S(=O)(=O)c2ccc(C)cc2)c1	0	0	-7	1	2	-3	-3	-0.2	1	-1
CSc1ccc(/C=N/n2c(COc3ccccc3)n[nH]c2=S)cc1	10	-5	6	3	0	-3	-4	-0.3	-9	0
COc1ccc2oc(=O)c(C(=O)NCc3ccccc3)cc2c1	-1	-72	6	-4	2	5	-22	-1.7	-91	2
Cc1nc2c(c(C)nn2-c2ccccc2)c(C)c1CCC(=O)Nc1ccc(CN2CCCC2)cc1	5	-16	-7	-12	-7	3	-28	0.2	-37	-2
O=S(=O)(N[C@@H]1CCCC[C@H]1N1CCOCC1)c1ccc(Cl)cc1	7	2	x	x	-5	-1	-3	x	2	0

# Remaining list, next part:
SMILES,DDE Tn6 FP inh,PLCg1 inh,ARFGAP1 inhibitor,ASAP1 GAP inh,MBD2 inh,Tn7 DDE FP,ADAM17 inh,KLK7 zymogen act,PLCb3 inh,UHRF1 MBD2 ctr
Oc1ccccc1C=NCC(O)c1ccccc1 (stereo unspecified),-3,4,8,-9,0,0,1,-0.3,2,2
CC(=O)N1CCN(C(=S)NC(=O)c2ccc(F)cc2)CC1,-6,-2,-8,2,6,2,-3,0.1,1,0
NC(=O)COC(=O)c1ccccc1Nc1ccc(SC(F)F)cc1,-2,-39,6,2,2,-9,1,1.4,-39,-3
O=C(CCC(=O)c1ccc(F)cc1)NCC1(N2CCCCC2)CCCCC1,4,2,10,23,1,-8,-4,0.6,-8,0
O=C(Nc1cccc(Oc2ccccc2)c1)C1Cc2c(-c3ccco3)ccnc2O1 (stereo unspecified),6,-5,4,-2,-2,6,3,-0.6,-11,0
O=C(CCS(=O)(=O)c1ccc(Br)cc1)NC1CCCCCC1,1,3,-3,-3,-4,-4,-4,-0.7,-5,-2
Cc1ccc(NC(=O)CCn2cnc3ccccc3c2=O)c(C)c1,5,1,11,6,0,-3,-7,0.3,-5,3
Cc1cc(C)c(NC(=O)CSc2nc3ccncc3[nH]2)c(C)c1,1,3,3,7,-3,-5,-3,-0.5,-2,0
c1csc(-c2noc(CN3CCN4CCCC4C3)n2)c1 (stereo unspecified),0,0,-9,-5,7,-3,-4,-0.1,-5,-2
O=C(Nc1cc(C(F)(F)F)ccc1Cl)c1cc2nc3c(c(C(F)(F)F)n2n1)CCCC3,-4,-1,1,-1,3,0,-2,-0.4,-7,0
COc1ccc(-c2nc(Cn3c(SCc4ccccc4F)nc4ccncc43)c(C)o2)cc1,-2,0,1,6,-1,3,0,-0.5,0,-2
Cc1cc(Cl)c(OCCCSc2nc(C)cc(=O)[nH]2)c(Br)c1,5,0,5,5,4,2,-3,-0.1,1,2
COC(=O)c1c(NC(NC(=O)C(C)C)C(Cl)(Cl)Cl)sc2c1CCCC2 (stereo unspecified),-2,0,0,6,0,6,10*,-1.0,-3,0
COC(=O)c1ccc(N2C(=O)CC(N3CCN(c4ccccc4)CC3)C2=O)cc1 (stereo unspecified),3,2,-8,-12,-7,1,-10,-0.9,-1,4
CCCCn1c(SCC(=O)N(CC)C2CCS(=O)(=O)C2)nc2cc(S(N)(=O)=O)ccc21 (stereo unspecified),5,1,3,0,3,0,-1,-0.3,-7,0
CNC(=O)CSc1nnc(-c2cccnc2)n1CCc1ccccc1,6,-2,-7,10,1,5,4,0.2,-2,5
Cc1ccc(N2CC(C(=O)Nc3nnc(SCC(=O)NCC4CCCO4)s3)CC2=O)cc1 (stereo unspecified),-2,0,1,-2,-5,9,0,-0.1,-9,-1
COc1cc(C(=O)N/C(=C\c2cn(C)c3ccccc23)C(=O)NCCN2CCOCC2)cc(OC)c1OC,-2,-6,-1,-1,-3,8,-3,0.8,-17,-7
COc1ccccc1N1CCN(C(=O)c2ccc3noc(-c4ccccc4)c3c2)CC1,0,-5,1,-8,2,0,0,1.0,-8,-1
Cc1ccc(S(=O)(=O)N(C)Cc2nc(-c3ccncc3)no2)cc1,-5,0,-7,9,1,4,-3,0.2,-1,-2

# Reprinted at random: 2 entries already listed, in no set order.
SMILES,DDE Tn6 FP inh,PLCg1 inh,ARFGAP1 inhibitor,ASAP1 GAP inh,MBD2 inh,Tn7 DDE FP,ADAM17 inh,KLK7 zymogen act,PLCb3 inh,UHRF1 MBD2 ctr
COc1ccc(-c2nc(Cn3c(SCc4ccccc4F)nc4ccncc43)c(C)o2)cc1,-2,0,1,6,-1,3,0,-0.5,0,-2
COC(=O)c1c(NC(NC(=O)C(C)C)C(Cl)(Cl)Cl)sc2c1CCCC2 (stereo unspecified),-2,0,0,6,0,6,10*,-1.0,-3,0

# (cont.)
SMILES,DDE Tn6 FP inh,PLCg1 inh,ARFGAP1 inhibitor,ASAP1 GAP inh,MBD2 inh,Tn7 DDE FP,ADAM17 inh,KLK7 zymogen act,PLCb3 inh,UHRF1 MBD2 ctr
COc1cc2c(cc1OC)CN(C(=O)CSc1nc(C)cc(C)c1C#N)CC2,-3,-93,11,-13,1,-7,-23,6.7,-122,-4
CCn1c(=O)n(CC(=O)NCc2ccco2)c(=O)c2ccccc21,-3,1,-2,9,-4,1,-4,0.7,-1,0
Cc1cc(=O)oc2cc(OCC(=O)NCC3CCC(C(=O)O)CC3)ccc12 (stereo unspecified),3,-5,2,-6,-1,3,-34,0.3,-5,1
CC1=C(C)C(OCCBr)N(c2cc(O)c(Cl)cc2F)C1=O (stereo unspecified),-1,4,14,-18,2,-3,-3,-0.4,-5,2
CN1CCN(C(=O)C2=C[C@@H](C3CCCCC3)C[C@@H](OCCCCO)O2)CC1,3,0,-3,0,-3,2,0,-0.5,1,-2
Cc1c(Cl)ccc2c(C(=O)NCCCn3nccc3C)cc(-c3ccccn3)nc12,9,3,-7,5,-3,1,1,-0.6,-5,-2
Cc1ccc(NC(=O)c2oc3ccc(S(=O)(=O)N4CCOCC4)cc3c2C)cc1C,2,2,-4,-8,-6,7,-2,-2.2,2,3
CC1CCN(S(=O)(=O)c2ccc(C(=O)NC3CCS(=O)(=O)C3)cc2)CC1 (stereo unspecified),-8,-1,-1,-1,-2,-4,-1,0.4,-1,-2
COc1ccc(OC)c(C(=O)NC(CC(N)=O)c2ccc(NCCOc3ccccc3)c([N+](=O)[O-])c2)c1 (stereo unspecified),2,2,-9,8,-6,-2,0,0.2,5,0
O=c1cc(O)c2c(=O)n(Cc3ccccc3)c3ccccc3c2o1,-3,-14,-5,-15,-3,-1,-4,-0.6,-22,1
COc1ccc(CCNc2nc(-c3ccc(NC(C)=O)cc3)cs2)cc1OC,-3,-3,4,0,1,4,-1,0.4,-15,-3
Cc1ccc(-c2nc(N/N=C/c3cccnc3)c3ccccc3n2)cc1,-2,-3,11,9,9,4,-2,-2.4,-7,0
O=c1[nH]cccc1-c1nc2ccccc2n1Cc1ccc(Cl)cc1,1,-306,6,3,-2,-2,-364,2.5,-417,2

# Compound activity deposited in PubChem BioAssay by The Scripps Research Institute Molecular Screening Center.
